VIM-2 inhibitor: inhibitors of Pseudomonas aeruginosa VIM-2 metallo-beta-lactamase; inhibition, % at 5.6 µM; AID 1527; actives 0.89% (n = 290,000); purified VIM-2, nitrocefin hydrolysis, epi-absorbance fluorescence;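 active = inhibition above the mean of all tested compounds plus 3 SD, cutoff set per screening run, cut at about 7.5% in these data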;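 note: red hydrolysis product quenches plate fluorescence so inhibitors raise well fluorescence; 0% = enzyme with DMSO and 100% = DMSO without enzyme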
p-CIP stab down: compounds decreasing mouse p/CIP protein stability; F442A p/CIP-EGFP cells, EGFP fluorescence, 16 h; AID 1984; Q05BA5; actives 0.01% (n = 290,000); decrease of EGFP signal, % at 10 µM;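 active = EGFP signal decrease of at least 30% at 10 µM or well 3 SD below plate mean, unless failing retest; inactive = the rest, including hits failing retest or dose response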; note: some compounds called inactive have numbers as strong as hits; many of its hits are not listed in these tables
PHOSPHO1 inh: blocks human PHOSPHO1 phosphatase activity | Q8TCT1 | recombinant PHOSPHO1, absorbance phosphatase assay | inhibition, % at 13.3 µM | actives 1.1% (n = 290,000) | AID 1565; in the data active = inhibition above about 60%
IDE act: boosts human insulin-degrading enzyme activity in HEK cells | actives 0.073% (n = 340,000) | FAbeta-B cleavage, fluorescence polarization; 0% vehicle, 100% cell-free pure enzyme wells | P14735 | activation, % at 5.96 µM | AID 493087;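 active = activation above the mean of all tested compounds plus 3 SD, set per screening campaign, cut at about 17% in these data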
Target sequence (P14735 whole entry, looked up): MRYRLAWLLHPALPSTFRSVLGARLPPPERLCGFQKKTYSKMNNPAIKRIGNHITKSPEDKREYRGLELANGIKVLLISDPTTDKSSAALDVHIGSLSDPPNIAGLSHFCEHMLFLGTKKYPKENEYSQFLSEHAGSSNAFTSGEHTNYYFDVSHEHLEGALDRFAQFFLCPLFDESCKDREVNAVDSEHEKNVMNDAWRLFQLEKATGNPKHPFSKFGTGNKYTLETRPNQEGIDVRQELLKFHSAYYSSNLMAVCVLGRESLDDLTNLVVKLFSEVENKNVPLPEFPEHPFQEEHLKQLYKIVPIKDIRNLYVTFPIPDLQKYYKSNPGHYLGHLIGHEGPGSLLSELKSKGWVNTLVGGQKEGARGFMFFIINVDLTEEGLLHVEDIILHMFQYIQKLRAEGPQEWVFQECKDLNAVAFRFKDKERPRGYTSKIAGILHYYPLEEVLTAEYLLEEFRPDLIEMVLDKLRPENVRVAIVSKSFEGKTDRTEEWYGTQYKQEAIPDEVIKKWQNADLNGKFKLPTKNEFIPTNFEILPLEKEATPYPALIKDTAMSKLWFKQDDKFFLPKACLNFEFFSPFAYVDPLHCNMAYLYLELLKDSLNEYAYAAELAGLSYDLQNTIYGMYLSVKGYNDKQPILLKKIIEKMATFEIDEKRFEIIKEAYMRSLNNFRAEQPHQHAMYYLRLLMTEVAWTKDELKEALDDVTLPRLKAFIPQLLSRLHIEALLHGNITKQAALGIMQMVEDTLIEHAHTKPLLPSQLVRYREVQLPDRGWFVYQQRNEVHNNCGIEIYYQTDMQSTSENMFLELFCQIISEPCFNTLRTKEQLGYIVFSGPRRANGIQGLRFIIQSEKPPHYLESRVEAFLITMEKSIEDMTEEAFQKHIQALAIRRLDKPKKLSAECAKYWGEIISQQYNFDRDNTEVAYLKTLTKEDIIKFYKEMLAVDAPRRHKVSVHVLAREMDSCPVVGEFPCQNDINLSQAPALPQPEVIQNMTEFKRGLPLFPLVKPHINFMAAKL
SUMO HTRF inh: SUMOylation inhibition; P63279; HTRF SUMOylation assay, SAE1/SAE2 + UBC9, in vitro; inhibition, % at 35 µM; actives 0.36% (n = 290,000); AID 2006; in the data active = inhibition above about 50%, passing the limit was not always enough; note: strong numbers were not always called active
MEKK3 PB1 HTS: raises or lowers MEK5 binding to the human MEKK3 PB1 domain | bead-based flow cytometry, Alexa488-MEK5 binding to MEKK3; actives lie on both sides; 0 = blocked by unlabeled MEK5, 100 = vehicle | binding response (% of control), % at 10 µM | actives 1.4% (n = 290,000);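 active = binding response more than 3 SD above or below the average of its plate-row segment, actives on both sides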;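 note: Alexa488 bead fluorescence after subtracting the streptavidin-only scavenger bead signal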
IMP-1 inhibitor: inhibitors of Pseudomonas aeruginosa IMP-1 metallo-beta-lactamase; purified IMP-1, nitrocefin hydrolysis, epi-absorbance fluorescence; inhibition, % at 5.6 µM; actives 0.45% (n = 290,000);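 active = inhibition above the mean plus 3 SD of all compounds in the same screening run, cut at about 4.5% in these data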;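 note: 0% = IMP-1 with DMSO and 100% = DMSO wells lacking enzyme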
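Material – recombinant IMP-1 enzyme, purified · Amount – IMP-1 0.2 nM before substrate addition · Medium – HEPES buffer pH 7.1 with ZnSO4 and Brij 35 · Timing – 25 °C, 15 min preincubation, 25 min reaction · Measured by – plate fluorescence quenching by hydrolysis product, ex 480/em 530 nm · Read-out – percent enzyme inhibition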
HCV NS3 hel inh: inhibitors of Hepatitis C virus NS3 helicase | NS3 helicase DNA unwinding, Cy5 molecular beacon fluorescence | inhibition, % at 10.9 µM | actives 0.56% (n = 290,000);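 active = inhibition above the mean of all tested compounds plus 3 SD, set per campaign, cut at about 35% in these data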;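 note: 0% = DMSO wells and 100% = thioflavine S control wells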
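Assay system: hepatitis C virus NS3 helicase domain fragment enzyme. Also added: annealed dual-labelled DNA beacon duplex, ATP-started. Timing: 1 h reaction at 25 °C, ATP-initiated. Technique: Cy5 fluorescence at 0 and 60 min, beacon hairpin quenching. Evaluation: % inhibition of unwinding. Replication: one well per compound.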
DNA FID counter: fluorescent intercalator displacement, NS3 helicase counter-screen | actives 0.17% (n = 290,000) | inhibition, % at 7.9 µM | AID 1845 | DNA fluorescent intercalator displacement, fluorescence; in the data active = inhibition above about 37%;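 note: 0% = vehicle and 100% = reference compound; higher means more ethidium bromide displaced from hairpin DNA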
Starred values were filed as active, the others as inactive; x = not tested or not shown.

SMILES	VIM-2 inhibitor	p-CIP stab down	PHOSPHO1 inh	IDE act	SUMO HTRF inh	MEKK3 PB1 HTS	IMP-1 inhibitor	HCV NS3 hel inh	DNA FID counter
COC(=O)CN1C2=NCCCN2c2ccccc21	-2.6	2	12	4	0	98	-2.8	-8	-1
COc1ccc(N2CCN(S(=O)(=O)c3cnc[nH]3)CC2)cc1	0.6	12	-10	6	9	93	-0.4	-5	3
CCN(CC)C1CCN(C(=O)c2ccc(OC3CCN(Cc4ccccn4)CC3)cc2)C1 (stereo unspecified)	2.7	-6	8	10	-13	98	0.5	-3	1
COc1cc(C(=O)NCc2ccco2)cc(OC)c1OC	-4.2	1	-2	5	-4	104	-1.2	3	1
Cc1ccc(C2=[N+]([O-])C(C)N(O)C2(C)C)o1 (stereo unspecified)	-2.0	-8	18	-4	12	112	-2.6	2	-2
Cc1cc(S(=O)(=O)N2c3ccc(F)cc3CCC2C)ccc1-n1cnnn1 (stereo unspecified)	2.7	4	26	2	-1	100	-0.7	-8	-28
CCCCCN(C(=O)CCC(=O)OCC(=O)NCc1cccc(OC)c1)c1c(N)n(CCCC)c(=O)[nH]c1=O	0.1	4	29	-4	9	102	-1.1	-8	-42
Nc1ccnn1Cc1ccncc1	-0.5	-11	26	6	22	96	-1.8	3	1
COC(=O)c1ccccc1NC(=O)Cn1cnc2cc(C)c(C)cc21	0.4	-18	4	-4	-18	99	-3.2	-7	-23
O=C(C[N+]1(CC#Cc2ccccc2)CCCCC1)c1ccc(Cl)cc1	-0.7	10	-15	-4	-4	103	-2.3	16	-11
CC1(C)CC(N=Cc2c(O)n(Cc3ccc4c(c3)OCO4)c(=O)c3ccccc23)CC(C)(C)N1	1.8	19	15	4	4	99	-4.4	-48	21
C=CCn1c(SCC(=O)NC23CC4CC(CC(C4)C2)C3)nc(O)cc1=O	-2.4	-4	-6	4	39	79	-1.8	14	-5
CC(Sc1nnc(N)s1)C(=O)Nc1ccc(N2CCOCC2)cc1 (stereo unspecified)	-2.7	-8	-24	3	3	90	0.0	9	-4
CCCCNC(=O)N(O)C1N(/N=C/c2cccnc2)C(=S)SC1(C)C (stereo unspecified)	-3.2	-2	3	2	-20	88	-3.8	6	-2
COc1ccc(NC(=O)c2cc3c(CO)cnc(C)c3oc2=Nc2cccc(F)c2)c(OC)c1	-3.0	-2	42	-2	15	101	-3.7	18	-6
Cc1cccnc1Sc1c([N+](=O)[O-])ncn1C	-3.8	3	8	1	-6	97	-1.8	0	2
COc1ccc(N2C(=O)[C@@H]3[C@H](C2=O)[C@H]2c4ccccc4C=CN2[C@@H]3C(=O)Nc2ccccc2)cc1	1.1	-6	8	-6	21	102	42*	13	-7
Cc1c(C)c2cc(Cl)c(OCC(=O)N3CCN(c4ccc(F)cc4)CC3)cc2oc1=O	1.7	-11	47	0	x	101	-2.2	4	-20
Cc1ccc(-n2c(SCC(=O)NC3CCS(=O)(=O)C3)nc3ccccc3c2=O)cc1 (stereo unspecified)	-0.7	-1	11	4	-28	98	-2.5	6	-11
CC(=O)Nc1ccc(S(=O)(=O)N(C)c2ccc(OCC(=O)OCC(=O)N3CCCCC3)cc2)cc1	-2.6	-8	44	5	-4	102	-1.6	-5	-26
CC(=O)c1ccc(N(C(=O)c2ccco2)C(C(=O)NC2CCCC2)c2ccc(N3CCOCC3)cc2)cc1 (stereo unspecified)	-0.5	-16	28	2	-2	108	-1.7	-4	-16
COC(=O)C1CCN(C(=O)C2CCN(C(=O)[C@@H](NS(=O)(=O)c3ccc(C)cc3)C(C)C)CC2)CC1	-1.4	8	8	1	14	104	-2.2	15	-36
CCN1CCN(c2c(Cl)cccc2NC(=O)c2ccc([N+](=O)[O-])cc2)CC1	-2.8	-9	34	4	1	104	-3.4	0	14
CCCCCOc1ccc(C(=O)Nc2ccc(S(=O)(=O)Nc3cc(C)on3)cc2)cc1	-0.9	-10	35	0	12	104	-3.0	6	-19
C/C(=N\NC(=O)c1ccc(CN2CCOCC2)cc1)c1ccc([N+](=O)[O-])cc1	-5.5	-2	2	2	6	106	-2.2	-3	-4
CCCNC(=O)c1ccc(N2CCC3(CC2)CC(c2ccccc2)=NO3)c(NC(=O)c2cccc(OC)c2)c1	-1.8	-6	-13	-1	7	101	-0.2	-16	-34
Cn1c(=O)[nH]c(=O)c2c1nc(CN1CCN(c3cccc(Cl)c3)CC1)n2CCN1CCOCC1	0.7	0	12	2	-14	105	-2.6	4	-8
O=C(Cc1ccccc1)Nc1nnc(-c2ccccc2)o1	-3.3	2	20	-3	6	102	-2.9	-8	-21
CSc1ccc(/C=C(\C#N)C(=O)Nc2cccc(C)c2)cc1	-2.1	-6	-4	3	12	103	-3.1	-5	4
CC(=O)c1cc2c(cc1NC(=O)CCc1ccccc1)OCO2	-1.1	-7	10	-4	10	96	-0.6	1	-8
CC1(C)CC(=O)C(C=NCCc2ccc(S(N)(=O)=O)cc2)=C(O)C1	-0.4	7	16	6	8	98	-3.5	-2	-2
CC1S/C(=C(\C#N)C(N)=O)N(c2ccc(F)cc2)C1=O (stereo unspecified)	-3.1	-6	-16	1	15	109	-3.5	9	-3
Cc1ccc(SC(=O)COc2ccc(C)c(C)c2)cc1	-1.6	-4	38	4	7	103	-2.0	4	3
O=C(NCc1ccc2c(c1)OCO2)C(=O)NCC1OCCN1S(=O)(=O)c1ccc(F)cc1 (stereo unspecified)	-1.7	-13	29	1	7	99	-3.7	7	-25
CCOc1ncccc1C(=O)N(C)CC(=O)Nc1ccccc1SC	-2.7	-11	4	2	16	94	0.2	-6	-2
O=C(COC(=O)c1ccc(Cl)nc1)NC(=O)c1ccccc1	-0.3	11	48	1	-14	99	1.4	17	-14
Cc1nnc(SCC(=O)NC2CCCCC2)n(N)c1=O	-1.3	-6	-11	8	1	87	-9.2	-3	0
Cc1ccc2cn[nH]c2c1NC(N)=S	2.5	-1	18	-6	5	94	0.4	1	0
CC(=O)Nc1cccc(NC(=O)CSc2nnnn2C)c1	-0.3	-1	-1	x	5	111	-1.7	-1	-1
O=C(Cn1ccc2ccccc2c1=O)NCCC(=O)Nc1ccc2c(c1)OCCO2	-6.8	4	14	-3	4	100	-1.0	-3	-7

Of the compounds above, these contain a Cl atom.
SMILES	VIM-2 inhibitor	p-CIP stab down	PHOSPHO1 inh	IDE act	SUMO HTRF inh	MEKK3 PB1 HTS	IMP-1 inhibitor	HCV NS3 hel inh	DNA FID counter
O=C(C[N+]1(CC#Cc2ccccc2)CCCCC1)c1ccc(Cl)cc1	-0.7	10	-15	-4	-4	103	-2.3	16	-11
Cc1c(C)c2cc(Cl)c(OCC(=O)N3CCN(c4ccc(F)cc4)CC3)cc2oc1=O	1.7	-11	47	0	x	101	-2.2	4	-20
CCN1CCN(c2c(Cl)cccc2NC(=O)c2ccc([N+](=O)[O-])cc2)CC1	-2.8	-9	34	4	1	104	-3.4	0	14
Cn1c(=O)[nH]c(=O)c2c1nc(CN1CCN(c3cccc(Cl)c3)CC1)n2CCN1CCOCC1	0.7	0	12	2	-14	105	-2.6	4	-8
O=C(COC(=O)c1ccc(Cl)nc1)NC(=O)c1ccccc1	-0.3	11	48	1	-14	99	1.4	17	-14

The listing continues:
SMILES	VIM-2 inhibitor	p-CIP stab down	PHOSPHO1 inh	IDE act	SUMO HTRF inh	MEKK3 PB1 HTS	IMP-1 inhibitor	HCV NS3 hel inh	DNA FID counter
CN1CCN(c2ccc(NS(=O)(=O)c3ccc(Cl)cc3)cn2)CC1	-2.5	-1	11	2	21	102	-3.1	-1	2
Cc1csc(SCC(=O)Nc2nc(-c3ccccc3)cs2)n1	0.8	-11	10	-11	-11	107	3.0	2	-13
COc1cccc2[nH]c3c(N4CCCCC4)ncnc3c12	5.8	4	15	-3	25	105	-2.2	13	16
CN(C)S(=O)(=O)c1cccc(NC(=S)NC2CCCCC2)c1	-1.5	-1	-51	-6	-1	105	-1.3	5	-4
COc1ccc(N2C(=O)c3ccccc3C2O)cc1 (stereo unspecified)	0.1	-14	39	2	4	102	-6.7	0	-5
CCC1=NN(C(=O)Cc2ccc(OC)c(OC)c2)C(O)(C(F)(F)F)C1 (stereo unspecified)	-0.8	-10	2	-1	-2	114	-1.2	-2	-12
Cc1nnc(NC(=O)C2c3ccccc3Oc3ccccc32)s1	-2.0	16	-1	9	19	106	-0.7	-8	-10
COCC(=O)N1CCC(Oc2ccc(C(=O)N(C)C(C)c3ccon3)cc2)CC1 (stereo unspecified)	-2.5	5	52	4	-8	102	2.6	4	-9
CC1(C(=O)O)CCC(C(=O)NNC(=O)c2ccccc2O)C1(C)C (stereo unspecified)	-4.1	-5	37	4	12	109	-3.5	0	-5
O=C(Cc1ccccc1)NC1CCN(S(=O)(=O)c2cccc(F)c2)CC1	-2.5	0	-1	7	2	114	-2.6	-20	-6
COc1ccc(N(CC(=O)NCc2cccnc2)S(=O)(=O)c2ccc(C)c([N+](=O)[O-])c2)cc1	-6.9	0	53	1	1	101	-4.2	-3	-3
CCN(CC)C(=O)CSc1nc(-c2ccc(C)cc2)nc2c1COC(C)(C)C2	-1.9	-9	2	-6	-2	100	-1.5	-8	-39
Cc1ccc(S(=O)(=O)/N=C(\CCl)N2CCOCC2)cc1	-2.4	-2	2	3	7	98	-2.2	6	5
CN1CCN(c2nc3c(c(=O)[nH]c(=O)n3C)n2Cc2ccc(Cl)cc2)CC1	-1.4	-3	30	2	1	103	-4.8	0	-4
COc1cc(NC(=O)CSc2ncccc2C(=O)OC(C)C)cc(OC)c1	2.5	0	24	-3	6	99	0.6	-3	-21
O=C(Nc1ccc(C(F)(F)F)cn1)Nc1cccs1	-2.0	7	16	7	-7	102	-3.2	8	-2
COc1ccc2cc(C(=O)Nc3c(C)n(C)n(-c4ccccc4)c3=O)sc(=O)c2c1OC	-3.4	-7	0	3	-8	103	-3.5	4	-8
CCCCOc1ccc(C(=O)N/N=C/c2cn[nH]c2-c2ccc(OC)c(OC)c2)cc1	-2.5	-6	5	-5	-3	94	-1.1	-21	-14
COc1ccc2nc(NC(=O)CCc3nc(-c4ccccc4F)no3)sc2c1	-2.2	1	10	3	17	88	-2.9	2	-3
Cc1ccc(S(=O)(=O)Nc2ccc(-c3nnc(SCC#N)n3C)cc2)cc1	-2.6	-3	38	3	4	103	-2.2	6	-12
CC1CCCC/C1=N\NC(=S)NCCc1ccccc1 (stereo unspecified)	-3.0	-4	-92	1	5	94	-4.1	-8	-3
CC1CCCCN1CC(=O)Nc1ccccc1Sc1ccccc1 (stereo unspecified)	-0.6	-1	-8	1	-10	93	-3.3	-3	-1
COc1ccc(C(=O)CSc2ccc(-c3ccccc3)nn2)cc1	-2.8	-6	-41	5	5	95	-3.4	3	-7
COc1ccccc1-c1coc2cc(OCC(=O)OCc3ccccc3)ccc2c1=O	-1.0	-9	-7	6	-4	107	-1.9	-8	-15
CCN(CC)S(=O)(=O)c1ccc2c(c1)N(CC(=O)N1CCC(C(N)=O)CC1)C(=O)CO2	1.1	7	18	7	x	99	-1.8	-3	-4

Screening results deposited in PubChem BioAssay by several laboratories.

Only part of the results is shown; rates above refer to the full screens.
